# Screening data deposited in PubChem BioAssay by several laboratories.
# SUMO1 PPI mod: modulators of SUMO1 protein-protein interactions, primary screen, biochemical, uHTS | Small ubiquitin-related modifier 1 (Homo sapiens), P63165 | SUMO1 binding to a labelled peptide, TR-FRET, 1 h | inhibition, % at 20 µM | actives 0.33% (n = 360,000); in the data active means inhibition above about 37%
# Scp1 inh: Scp-1 phosphatase inhibitors, primary screen, biochemical, colorimetric, uHTS; Carboxy-terminal domain RNA polymerase II polypeptide A small phosphatase 1 (Homo …; Recombinant Scp1, phosphopeptide, malachite green phosphate absorbance; inhibition, % at 20 µM; actives 0.88% (n = 340,000); AID 493091, 2011;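 active means inhibition above about 50% at 20 µM, limit read from the data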;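 further: plate controls were DMSO wells with enzyme for no effect and wells lacking enzyme for full effect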
#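 System: SCP-1 catalytic domain; Reagent: Phospho 17-mer peptide substrate; Doses: one concentration, 20 µM, with 1.0% DMSO; Incubation: 45 min room-temperature reaction, 5 min colour, 30 min stabiliser; Signal: Phosphate-binding colour reagent, absorbance read at 630 nm.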
# LMPTP block: LMPTP phosphatase inhibitors, primary screen, biochemical, fluorescence intensity, uHTS. Low molecular weight phosphotyrosine protein phosphatase (Homo sapiens), P24666. recombinant LMPTP-A, OMFP fluorogenic substrate. inhibition, % at 20 µM. actives 0.22% (n = 360,000). AID 651560, 2012;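 active means compounds that cut the enzyme signal by at least half of the control window in the single-dose screen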;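 further: plate controls were DMSO wells with enzyme plus substrate for no effect and substrate without enzyme for full effect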
#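 Test system – LMPTP-A enzyme · Amount – LMPTP-A at 0.625 nM final in the reaction · Buffer or medium – Bis-Tris pH 6.0, DTT, detergent · Reagent – OMFP 400 µM · Doses – single 20 µM dose · Schedule – reaction 50 min, room temperature, dark · Detection – fluorescence intensity of OMFP turnover product · Evaluation – percent inhibition versus substrate-only and uninhibited controls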
# eLon inh: inhibitors of E. coli Lon protease, primary screen, biochemical, fluorescence polarization; purified E. coli Lon protease; inhibition, % at 7.94 µM; actives 0.42% (n = 360,000); in the data active means inhibition above about 13%, passing the limit was not always enough;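 further: 0% = enzyme with probe and DMSO and 100% = no enzyme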
# CendR NRP1 mod: modulators of CendR peptide binding to NRP-1, primary screen, biochemical, fluorescence polarization, uHTS; Neuropilin-1 (Homo sapiens), O14786; FAM-RPARPAR peptide binding to NRP-1; inhibition, % at 25 µM; actives 0.85% (n = 360,000);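 active means inhibition or corrected inhibition above about 18%, plus a signal ratio from 0.5 to 1.5, limit read from the data, passing the limit was not always enough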; further: strong numbers were not always called active
# DNMT1 inh: human DNMT1 methyltransferase inhibitors, primary screen, biochemical, molecular beacon, fluorescence, HinP1I cleavage, uHTS; actives 0.83% (n = 360,000); inhibition (reported as % activation of signal), % at 10 µM; DNA (cytosine-5)-methyltransferase 1 (Homo sapiens), P26358; in the data active means inhibition above about 50%
# Target sequence (P26358 504-1616 limits assumed): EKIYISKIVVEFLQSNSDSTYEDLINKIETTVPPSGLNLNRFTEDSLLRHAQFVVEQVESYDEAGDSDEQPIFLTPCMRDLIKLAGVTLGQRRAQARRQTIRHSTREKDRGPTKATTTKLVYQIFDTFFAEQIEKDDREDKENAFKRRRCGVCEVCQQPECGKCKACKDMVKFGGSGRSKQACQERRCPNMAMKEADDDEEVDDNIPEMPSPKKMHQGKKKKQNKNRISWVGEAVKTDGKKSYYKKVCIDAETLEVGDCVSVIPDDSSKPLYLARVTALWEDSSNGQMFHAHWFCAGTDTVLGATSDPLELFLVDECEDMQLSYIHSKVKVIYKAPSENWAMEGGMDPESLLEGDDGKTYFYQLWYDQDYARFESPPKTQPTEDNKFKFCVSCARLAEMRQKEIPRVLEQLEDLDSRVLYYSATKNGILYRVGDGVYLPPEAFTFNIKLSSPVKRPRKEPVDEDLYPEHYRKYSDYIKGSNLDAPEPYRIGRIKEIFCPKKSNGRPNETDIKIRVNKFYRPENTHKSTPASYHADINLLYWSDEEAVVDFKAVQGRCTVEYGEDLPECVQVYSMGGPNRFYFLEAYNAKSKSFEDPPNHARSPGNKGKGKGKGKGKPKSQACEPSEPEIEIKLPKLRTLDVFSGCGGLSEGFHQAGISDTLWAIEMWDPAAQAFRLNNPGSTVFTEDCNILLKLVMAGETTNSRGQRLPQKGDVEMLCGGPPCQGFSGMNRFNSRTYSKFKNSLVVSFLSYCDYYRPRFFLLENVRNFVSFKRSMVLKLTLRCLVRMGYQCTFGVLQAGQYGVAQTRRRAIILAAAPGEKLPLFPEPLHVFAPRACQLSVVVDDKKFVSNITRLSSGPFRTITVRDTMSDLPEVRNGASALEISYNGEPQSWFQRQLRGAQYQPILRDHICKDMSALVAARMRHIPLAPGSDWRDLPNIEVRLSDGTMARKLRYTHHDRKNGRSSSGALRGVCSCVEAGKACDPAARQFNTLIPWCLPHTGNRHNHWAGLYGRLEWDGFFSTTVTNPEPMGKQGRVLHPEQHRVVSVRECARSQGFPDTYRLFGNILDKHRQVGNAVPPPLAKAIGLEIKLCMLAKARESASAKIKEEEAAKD
# Tb MetRS inh: T. brucei MetRS inhibitors, primary screen, biochemical, luminescence. methionyl-tRNA synthetase (Trypanosoma brucei brucei). purified T. brucei MetRS, ATP depletion, Kinase-Glo luminescence. inhibition, % at 11.9 µM. actives 0.4% (n = 360,000). AID 624268, 2012;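 active means inhibition above a per-plate cutoff of the control wells' mean inhibition plus 3 SD, cut at about 5.5% in these data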;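 further: 0% = DMSO wells median and 100% = median of wells with control inhibitor compound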
#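 System: purified T. brucei MetRS enzyme / Detection: Kinase-Glo luciferase luminescence reporting remaining unconsumed ATP / Medium: HEPES buffer with MgCl2, KCl, DTT, spermine, BSA, pyrophosphatase / Replication: singlicate, one well per compound / Evaluation: percent inhibition relative to median high and low control wells / Schedule: 2 h aminoacylation at 25 °C after 15 min preincubation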
# bovine MsrA act: bovine MsrA enzyme activators, primary screen, biochemical, absorbance, HTS | Methionine sulfoxide reductase A (Bos taurus) | purified bovine MsrA, absorbance read-out | activation, % at 10.6 µM | actives 0.3% (n = 360,000) | AID 602163, 2012; in the data active means activation above about 7.5%;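 further: 0% = vehicle and 100% = reference activator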
# STEP block: STEP phosphatase inhibitors, primary screen, biochemical, fluorescence intensity, uHTS | recombinant STEP, OMFP fluorogenic substrate | inhibition, % at 20 µM | actives 0.25% (n = 360,000);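 active means inhibition at 20 µM, scaled per plate between control wells, above about 37%, limit read from the data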;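 further: 0% = DMSO with enzyme and substrate and 100% = substrate only without enzyme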
#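 Assay system: isolated STEP enzyme. Buffer or medium: pH 6.0 Bis-Tris with DTT and Tween 20. Also added: fluorogenic phosphatase substrate OMFP at 25 µM final. Dosing: 20 µM, 1% DMSO. Timing: 20 min reaction, room temperature, in the dark. Measured by: fluorescence intensity, excitation 480 nm, emission 540 nm. Evaluation: normalized % inhibition.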
# MsrA inh: bovine MsrA enzyme inhibitors, primary screen, biochemical, absorbance, HTS | Methionine sulfoxide reductase A (Bos taurus) | purified bovine MsrA, absorbance read-out | inhibition, % at 15.5 µM | actives 0.75% (n = 360,000); in the data active means inhibition above about 4.5%;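 further: 0% = vehicle wells with enzyme and 100% = reference inhibitor wells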
# Active calls of the source: *; . = no result given.
# Every second line gives: SUMO1 PPI mod	Scp1 inh	LMPTP block	eLon inh	CendR NRP1 mod	DNMT1 inh	Tb MetRS inh	bovine MsrA act	STEP block	MsrA inh
> CCOC(=O)Nc1c2ccccc2nc2ccccc12
  -26	-2	4.4	2	5	9	0.7	-2	3	0.9
> CC(C)CCNC(=O)c1ccc(-n2cnc3cccnc32)cc1
  9	-11	-0.8	-3	-10	-1	-0.2	-3	-2	-1.1
> Cc1cc(OC(=O)c2cc(Cl)nc3ccccc23)ccc1Cl
  1	-8	0.4	-3	3	4	0.9	0	4	-0.5
> C=CCN(c1cccc(C(F)(F)F)c1)S(=O)(=O)c1cccc(C(=O)OCC(=O)Nc2ccccc2)c1
  4	6	4.3	9	6	-2	0.1	8.3*	0	1.7
> O=C1CC(c2ccccc2)CN1C(=O)c1ccccc1 (centres undefined)
  1	-3	-0.5	-3	14	-1	-0.2	-1	-2	-0.9
> CC(C)C(=O)N(Cc1ccccc1)c1ccccn1
  2	7	0.2	6	-4	0	-1.0	-2	0	1.0
> O=C(CCc1nnc2n(Cc3ccc(Cl)cc3)c(=O)c3ccccc3n12)NCCN1CCCC1
  -10	-6	11	0	2	0	-0.2	-1	1	0.5
> COc1ccc(-c2nc3scc(-c4ccccc4)n3n2)cc1
  -2	-3	0.7	2	1	-9	0.1	-4	-3	0.9
> O=[N+]([O-])c1cccc(CSc2nc3ccccc3[nH]2)c1
  -22	16	0.6	9	4	10	5.0	-9	6	-0.7
> COc1ccc(/C=C/C(=O)O)cc1S(=O)(=O)N1CCC(C)CC1
  -1	32	-2.7	2	1	6	-0.4	-3	4	-0.8
> Cc1ccc(NS(=O)(=O)c2ccc3c(c2)NC(=O)CO3)cc1C
  3	-2	-0.2	-4	-1	-3	0.4	6	1	-0.6
> Cc1c(N(C)S(=O)(=O)c2ccc(Cl)c(C(=O)N3CCC(C(N)=O)CC3)c2)c(=O)n(-c2ccccc2)n1C
  14	-1	-0.4	-6	-3	0	-0.4	-6	0	0.7
> O=C(COc1ccccc1Cl)NC(=O)NC1CCCC1
  2	-3	0.4	-4	4	7	-0.7	-11	-2	-0.7
> S=c1[nH]nc(-c2cccs2)n1/N=C/c1cccs1
  -9	2	0.6	-4	-10	2	-0.4	3	-4	1.8
> O=C(Nc1ccc(C(F)(F)F)cc1)c1ccc2ncsc2c1
  4	18	2.4	-5	-18	-6	0.0	-4	5	0.5
> O=C(Cn1c(=O)n(CC2CCCO2)c(=O)c2ccccc21)N1CCN(c2ccccc2)CC1 (centres undefined)
  0	-4	0.2	1	-1	2	-1.4	-11	-3	-0.5
> Cc1cccc(N(CC(=O)NC(C)(C)C)C(=O)CNC(=O)c2cccs2)c1C
  5	-4	-1.1	-14	-11	1	-1.0	-4	7	-1.0
> O=C(O)c1cn(-c2ccccc2)nc1-c1ccc(Cl)cc1
  1	-8	-0.7	-10	2	0	-0.6	-4	-1	-0.8
> O=C(COc1ccccc1[N+](=O)[O-])Nc1ccc(Br)cc1
  -1	-7	1.0	12	-3	2	0.9	-5	0	1.7
> CCOC(=O)Cn1c(C)cc(=O)c2ccccc21
  -2	-8	4.6	-5	-1	0	0.4	-1	1	0.1

# New compounds follow:
# Every second line gives: SUMO1 PPI mod	Scp1 inh	LMPTP block	eLon inh	CendR NRP1 mod	DNMT1 inh	Tb MetRS inh	bovine MsrA act	STEP block	MsrA inh
> CCN(Cc1cc(=O)n2ccsc2n1)Cc1nc2ccccc2c(=O)[nH]1
  -1	-4	0.6	1	13	-1	-0.5	-3	-4	0.7
> CC(C)CC(c1nnnn1Cc1ccc(F)cc1)N1CCC(C(N)=O)CC1 (centres undefined)
  3	-7	0.6	-6	0	2	-0.4	1	0	0.3
> C=CCCN([C@@H](C)C(=O)OC)S(=O)(=O)c1ccccc1Br
  0	-3	0.0	-8	6	8	-0.2	-7	-1	1.8
> Cc1cc(C)cc(C(=O)O/N=C(\N)c2ccc(Br)cc2)c1
  -1	-5	2.6	-1	-3	-3	-0.6	-4	-3	0.5
> S=C1SCN(Cc2ccccn2)CN1Cc1ccco1
  4	-6	0.9	8	-14	-2	-1.1	-11	2	-0.1
> O=C(Cc1ccccc1)Nc1ccc(NC(=O)c2cccnc2)cc1
  3	-5	-0.7	1	4	-3	-0.2	-3	1	-0.6
> NC(=O)CC12CC3CC(C1)CC(CC(N)=O)(C3)C2
  1	-9	-0.5	0	-1	6	-0.5	-3	-3	-0.7
> COc1ccc(-n2nc(C(=O)O)nc2-c2ccccc2)cc1
  0	-2	-1.9	3	5	-3	-1.7	-1	4	0.6
> CCc1cc(=O)oc2cc(C)cc(OCC(=O)NCc3cccnc3)c12
  -1	-5	0.8	-1	1	4	-0.7	-2	0	-0.3
> CCOC(=O)C1=C(O)/C(=C\c2cccc(OC)c2)N=C1C
  -14	-1	0.3	-8	-4	1	-0.2	-9	-4	0.1
> CCn1c(SCC(=O)NC2CCCCC2)nnc1-c1ccccc1F
  4	-5	-1.0	-12	-11	2	-0.1	-2	-2	-0.5
> CCOC(=O)Cc1cnc(NC(=O)CSc2nc(N)cc(=O)[nH]2)s1
  0	-2	-0.7	-1	6	-2	-0.7	-12	1	0.2
> CC(C)CCNC(=O)NC(=O)CSc1nnc(-c2ccccc2F)n1N
  1	-7	-1.5	6	-1	-1	-0.3	3	-2	0.6
> Cc1cc(C)n2c(SCC(=O)N(CC(C)C)c3c(N)n(CC(C)C)c(=O)[nH]c3=O)nnc2n1
  5	-9	-0.4	0	-12	-3	-0.8	-1	0	-0.7
> COc1ccc(OCCSc2nnnn2C2CCCCC2)cc1
  0	-17	1.8	-10	0	0	-1.3	-6	1	-0.2
> CCOC(=O)Cc1csc(NC(=O)CSc2nnc(-c3ccc(F)cc3)o2)n1
  -1	-11	-1.2	-3	-4	15	-0.6	1	3	0.1
> Cc1ccc(S(=O)(=O)N(C)c2ccc(C(=O)Nc3cccc(C)n3)cc2)cc1
  -2	-2	2.2	-2	17	-3	0.2	0	-2	0.9
> Cc1ccc(NC(=O)CCSc2ccccc2)c(C)c1
  5	.	0.6	4	0	4	-0.8	-8	0	.
> CCN(CC(=O)NC1CCS(=O)(=O)C1)Cc1nc2c(Br)cc(Br)cc2c(=O)[nH]1 (centres undefined)
  4	-8	-0.6	7	2	2	-0.8	-7	-2	0.5
> CC1CCN(c2ccc3c(c2)S(=O)(=O)c2cccc(C(=O)NC4CC4)c2C3=O)CC1
  -35	2	1.8	-74	-79	-9	-0.3	-1	2	0.1

# In the list so far, these contain a COOH group.
# Every second line gives: SUMO1 PPI mod	Scp1 inh	LMPTP block	eLon inh	CendR NRP1 mod	DNMT1 inh	Tb MetRS inh	bovine MsrA act	STEP block	MsrA inh
> COc1ccc(/C=C/C(=O)O)cc1S(=O)(=O)N1CCC(C)CC1
  -1	32	-2.7	2	1	6	-0.4	-3	4	-0.8
> O=C(O)c1cn(-c2ccccc2)nc1-c1ccc(Cl)cc1
  1	-8	-0.7	-10	2	0	-0.6	-4	-1	-0.8
> COc1ccc(-n2nc(C(=O)O)nc2-c2ccccc2)cc1
  0	-2	-1.9	3	5	-3	-1.7	-1	4	0.6

# Next entries follow.
# Every second line gives: SUMO1 PPI mod	Scp1 inh	LMPTP block	eLon inh	CendR NRP1 mod	DNMT1 inh	Tb MetRS inh	bovine MsrA act	STEP block	MsrA inh
> CN1CCN(c2ccc(NC(=O)c3cc(S(N)(=O)=O)ccc3N3CCOCC3)cc2)CC1
  -32	-5	-1.6	-1	-7	-5	-0.6	-12	1	0.8
> COc1ccc(C(=O)CSc2nc(=O)n(Cc3cccnc3)c3c2CCC3)cc1
  -16	1	2.1	-4	2	-5	-0.1	-3	2	-0.7
> COc1ccc(CSc2nc3ccccc3c(=O)[nH]2)cc1F
  5	-6	0.4	1	14	-1	0.7	-3	-3	1.2
> CCN(C(=O)CN1C(=O)/C(=C/c2ccc(F)cc2)SC1=S)C1CCS(=O)(=O)C1 (centres undefined)
  -32	-10	0.5	-5	15	-1	0.2	-4	0	0.3
> COc1ccc2ccc(O)c(CN(C)CC(=O)Nc3ccccc3C(F)(F)F)c2c1
  -8	-5	2.5	-9	5	-4	-0.6	-4	0	-1.1
> CCOC(=O)C1(CC2CCCCO2)CCN(Cc2nc(-c3cccs3)oc2C)CC1 (centres undefined)
  -2	1	0.2	-3	-2	0	-0.5	-1	-1	-0.7
> Cc1cccc(NS(=O)(=O)c2cc3c(cc2C)n(C)c(=O)c(=O)n3C)c1
  1	0	-0.6	5	10	1	0.0	4	4	2.7
> O=C(O)C1CC=CCC1C(=O)c1ccccc1 (centres undefined)
  -1	0	-1.7	7	8	0	-0.1	-1	-2	-0.7
> CC(C)C[C@H](NC(=O)C1CCC(CNC(=O)[C@@H]2CCCN2C(=O)OC(C)(C)C)CC1)C(=O)O (some centres undefined)
  1	-6	-1.7	-1	3	2	-1.0	-5	-3	-1.4
> CC(C)(C)c1cc(CP(=O)(c2ccccc2)c2ccccc2)cc(C(C)(C)C)c1O
  1	-8	4.1	6	4	-3	-0.4	0	2	-0.4
> FC(F)Oc1cccc2cccnc12
  -1	2	-1.8	-1	-3	-1	-1.2	-14	-2	-0.5
> COc1cc(S(=O)(=O)NCc2ccc(F)cc2)ccc1-n1cnnn1
  -1	-5	-0.5	2	-7	-1	-0.1	-4	0	-0.3
> COc1ccc(NC(=O)CN(C)C(=O)CC2CCCC2)cc1
  0	1	-0.8	7	3	4	-0.9	-10	0	-0.6
> CC(=O)Cc1nsc(NC(=O)c2ccc(-c3ccc(Cl)cc3Cl)o2)n1
  -8	-9	1.8	-11	2	-6	-0.6	1	-2	1.2
> O=C(CSc1nnc(CCc2nc3ccccc3[nH]2)n1-c1ccccc1)NCc1ccco1
  0	-4	-0.4	0	4	1	0.6	-6	2	-0.6
> COc1ccc(C(C)NC(=O)c2ccccc2)cc1 (centres undefined)
  3	13	-0.5	-7	8	-2	-0.8	0	-1	.
> COc1ccc(OC)c(NC(=O)COc2coc(CN3CCc4ccccc43)cc2=O)c1
  4	7	2.1	-20	2	1	-0.1	2	4	-0.6
> C=CCN1C(=O)C2C(C(=O)NC3CCCC3)C3C=CC2(O3)C1C(=O)NC1CCCC1 (centres undefined)
  3	-3	-0.6	1	8	1	-0.1	-2	1	-1.2
